INS-1E GSIS act: GLuc luminescence reporter in INS-1E cells, primary screen for activators of glucose-dependent secretion of insulin; INS-1E GLuc reporter insulin secretion, 2-3 h; activation, % at 16.6 µM; hit rate 0.61% among 370,000;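 active = lowest replicate activation of at least 40%, so every replicate reaches that level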;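 note: 0% = median of neutral control wells and 100% = median of IBMX positive control wells; some compounds called inactive have numbers as strong as hits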
CFTR F508del cor: CFTR F508del correction in bronchial cells | CFBE cells, YFP halide quenching; stimulated with forskolin plus potentiator P3; % fluorescence drop versus neutral controls | activity (quench increase), % at 7.58 µM | hit rate 0.36% among 350,000 | AID 720511;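 active = mean added fluorescence quench of at least 8% versus neutral control, with both replicates also reaching 8%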;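 note: cells transiently co-express mutant CFTR-F508del with the halide-sensitive YFP; corrector assay measuring rescue of mutant channel to the surface after 24 h compound exposure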
miR-122 sensor: blocks miR-122 activity in Huh7 sensor cells | AID 602342 | hit rate 0.3% among 340,000 | Huh7 miR-122 Renilla luciferase sensor, 48 h; neutral wells = 0, positive control = 100 | activation (reporter increase), % at 12.5 µM;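 active = mean replicate activation score at least 90 and every replicate individually at or above 90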;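 note: higher luciferase means less miR-122 activity so hits act as miR-122 inhibitors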
Cneo AK release: Cryptococcus neoformans lysis via adenylate kinase release. C. neoformans lysis, adenylate kinase release luminescence, 4 h; normalised: neutral wells 0, clomiphene wells 100. lysis activity, % at 15 µM. hit rate 0.2% among 360,000. AID 651654;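 active = mean lysis activity across replicates of at least 80%, whatever share of replicates individually reach that level; inactive = mean lysis activity below 80%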
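Assay system: log-phase C. neoformans yeast / Quantity: yeast cell density of 5 × 10^6 cells/mL / Medium: fresh YPD growth medium / Compound: single dose / Timing: static 4 h at 37 °C with compound, 1 h detection / Measured by: adenylate kinase release luminescence / Read-out: lysis from increased AK signal / Benchmarks: Clomiphene as positive lysis control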
PglD inh: inhibitors of Campylobacter jejuni PglD acetyltransferase; purified PglD enzyme, DTNB colorimetric CoA detection; AID 602405; inhibition, % at 12.5 µM; hit rate 0.098% among 360,000; in the data active = inhibition above about 16%, passing the limit was not always enough; note: strong numbers were not always called active
C2C12 statin: suppressors of simvastatin-induced myotoxicity in C2C12 myotubes; ATP luminescence, 48 h; scaled: DMSO 0, geranylgeraniol control 100; rescue of ATP level, % at 7.49 µM; hit rate 0.78% among 330,000; AID 602340;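 active = mean ATP rescue above about 67%, or every replicate alone reaching that limit, limit read from the data, passing the limit was not always enough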;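 note: myotubes were challenged with 10 µM simvastatin during compound exposure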
FN deposition inh: fibronectin deposition inhibition; AH1F fibroblasts, Alexa488-fibronectin deposition fluorescence, overnight; hit rate 0.086% among 350,000; inhibition, % at 12.6 µM;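 active = mean inhibition across replicates of 30% or more, regardless of how many single replicates reach that level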;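 note: positive control wells lacked labelled fibronectin entirely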
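Test system: AH1F fibroblast monolayer depositing Alexa488-labelled fibronectin into matrix. Input: 10000 cells per well. Technique: fluorescence, ex 485 nm, em 525 nm. Buffer or medium: DMEM plus 2% serum, read in PBS. Timing: 1 h cell adhesion before compound, then overnight fibronectin incubation. Compound: single dose, pinned. Read-out basis: inhibition from reduced deposited-fibronectin fluorescence.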
PGC1a acetyl inh: lowers PGC1a acetylation signal in U2OS cells; inhibition, % at 15.6 µM; AlphaScreen anti-acetyl-lysine; with virally co-expressed GCN5 acetyltransferase; hit rate 0.17% among 350,000; AID 651687;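 active = every replicate shows inhibition of at least 40%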;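 note: 0% = neutral control wells and 100% = positive control wells; some results beyond the cut were filed as inactive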
Active calls of the source: *; · = not tested or not shown; [ ] = remark or other dose.

nr	Molecule	INS-1E GSIS act	CFTR F508del cor	miR-122 sensor	Cneo AK release
1	CCCNC(=O)N[C@H]1CC[C@H](CC(=O)NCCc2ccccc2)O[C@H]1CO	5	-0.2	4[16.7 µM]	0
2	Cc1ccc(S(=O)(=O)N(CC(=O)NCCSC2CCCCC2)c2ccccc2F)cc1	·	·	9	1
3	CCC(=O)NCCn1ccc2ccccc21	-3	3.5	·	2
4	COc1ccc(-c2cc(C)no2)cc1S(=O)(=O)NCc1ccc(OC(C)C)cc1	1	2.9	8	6
5	c1ccc(Cc2nc3ccccc3s2)cc1	-1	1.0	9	1
6	C[C@@H]1CN([C@H](C)CO)C(=O)c2cccc(N(C)C)c2O[C@H]1CN(C)CC1CC1	8	-0.3	2[16.7 µM]	2
7	O=C(C[C@@H]1CC[C@H](NC(=O)C2CCOCC2)[C@@H](CO)O1)NCC1CCCCC1	-2	1.0	·	0
8	CC(=O)Nc1ccc2c(COC(=O)[C@@H](NS(=O)(=O)c3ccc(C)cc3)C(C)C)cc(=O)oc2c1	-6	-4.9	34	-2
9	Cc1ccc(S(=O)(=O)N2C[C@@H](O)COC[C@@H]3O[C@H](CC(=O)NCCN4CCCCC4)CC[C@H]32)cc1	24	1.1	-2[16.7 µM]	-1
10	Cc1ccc(CNC(=O)c2ccc(N3CCC4(CC3)CC(c3cccc(Br)c3)=NO4)c(NC(=O)c3ccco3)c2)cc1	2	-1.5	·	-1

nr	PglD inh	C2C12 statin	FN deposition inh	PGC1a acetyl inh
1	0	4	-16	-2
2	-1	3	-1	4
3	1	-1	-7	·
4	0	-1	16	9
5	1	11	-12	-9
6	4	-6	6	-16
7	2	-1	-8	1
8	4	-5	1	10
9	4	3	-20	-2
10	1	-10	-11	·

Remaining list, next part:
nr	Molecule	INS-1E GSIS act	CFTR F508del cor	miR-122 sensor	Cneo AK release
11	CSc1nc(C)cc(OCNC(=O)c2cccs2)n1	26	·	-1	2
12	C=CCc1cc(C)ccc1OCC(O)CN1CCN(c2ccccc2)CC1 (stereo not given)	6	-1.5	0	0
13	CO[C@@H]1CN(C)C(=O)c2cc(NC(C)=O)ccc2OC[C@@H](C)N(C(=O)CN(C)C)C[C@H]1C	11	·	1[16.7 µM]	-3
14	COc1ccc(S(=O)(=O)N(C)C[C@@H]2Oc3ccc(NS(=O)(=O)c4ccc(F)cc4)cc3C(=O)N([C@@H](C)CO)C[C@@H]2C)cc1	-8	-0.1	-2[16.7 µM]	42
15	COc1c(Cl)cnn(-c2ccc(Cl)c(Cl)c2)c1=O	-2	0.2	2	7
16	C/C(=N\NC(N)=O)c1ccc(-n2ccnc2)cc1	-4	2.3	-4	0
17	COc1ccc2oc(C(=O)N3CCN(S(=O)(=O)c4ccc(F)cc4)CC3)c(C)c2c1	-11	-1.2	·	-1
18	O=C(c1ccccc1)c1ccc(Sc2ccc([N+](=O)[O-])cc2)cc1	9	-2.4	·	·
19	COc1ccc(C(C)(C)C)cc1NC(=O)COC(=O)C1=NNC(=O)CC1	-7	3.2	4	-1
20	OC[C@@H]1[C@@H](c2ccc(C#Cc3ccccc3F)cc2)[C@H]2CN(Cc3cncnc3)CCCCN12	-6	2.9	3[16.7 µM]	-1

nr	PglD inh	C2C12 statin	FN deposition inh	PGC1a acetyl inh
11	-4	20	1	-4
12	1	26	·	-4
13	3	4	9	·
14	2	22	·	-9
15	4	2	-3	-1
16	-6	-2	3	10
17	-3	-8	10	-12
18	·	·	-48	1
19	-2	19	-2	7
20	-2	9	·	-13

Continuation:
nr	Molecule	INS-1E GSIS act	CFTR F508del cor	miR-122 sensor	Cneo AK release
21	CC(=O)Nc1ccc(NC(=O)CSc2nnc(C)n2-c2ccccc2)cc1	5	-2.5	-3	-1
22	CCc1cccc(NS(=O)(=O)c2cccc3cccnc23)c1	7	2.7	·	-30
23	O=S(=O)(Nc1ccc2c(c1)OCCO2)c1ccc(F)c(F)c1	-17	-0.3	-1	1
24	C[C@@H]1CN([C@@H](C)CO)C(=O)c2cccc(NS(=O)(=O)c3cccs3)c2O[C@H]1CN(C)C(=O)Nc1ccccc1	4	-1.3	0[16.7 µM]	·
25	COc1ccc(NC(=O)N[C@@H]2CC[C@H](CCn3cc(C4(O)CCCC4)nn3)O[C@H]2CO)cc1	19	4.0	·	7
26	CCCc1cc(=O)[nH]c(SCC(=O)Nc2ccc(Br)cc2)n1	-3	-0.5	-6	3
27	C[C@@H]1CN([C@H](C)CO)C(=O)c2cccc(NC(=O)Nc3ccc4c(c3)OCO4)c2O[C@H]1CN(C)S(=O)(=O)c1ccc(F)cc1	-13	-2.6	0[16.7 µM]	-4
28	CCOc1ccc2[nH]c3c(N4CCc5ccccc5C4)ncnc3c2c1	·	4.3	28	-1
29	C[C@H]1CN([C@@H](C)CO)C(=O)Cc2cc(NC(=O)Nc3cccc4ccccc34)ccc2O[C@H]1CN(C)S(=O)(=O)c1ccc(F)cc1	-2	1.0	-1[16.7 µM]	5
30	CO[C@H]1CN(C)C(=O)c2cc(NC(=O)Nc3cccc(F)c3)ccc2OC[C@@H](C)N(C)C[C@@H]1C	-26	-0.9	8[16.7 µM]	7

nr	PglD inh	C2C12 statin	FN deposition inh	PGC1a acetyl inh
21	-4	0	1	11
22	3	27	·	·
23	-1	-9	-2	·
24	·	·	·	2
25	4	4	-3	6
26	-3	·	-11	-11
27	3	-15	·	16
28	-9	·	9	-4
29	0	44	·	2
30	0	-16	-3	-7

Given as labelled records: two of the compounds above.
24	C[C@@H]1CN([C@@H](C)CO)C(=O)c2cccc(NS(=O)(=O)c3cccs3)c2O[C@H]1CN(C)C(=O)Nc1ccccc1
  INS-1E GSIS act: 4
  CFTR F508del cor: -1.3
  miR-122 sensor: 0[16.7 µM]
  Cneo AK release: ·
  PglD inh: ·
  C2C12 statin: ·
  FN deposition inh: ·
  PGC1a acetyl inh: 2

25	COc1ccc(NC(=O)N[C@@H]2CC[C@H](CCn3cc(C4(O)CCCC4)nn3)O[C@H]2CO)cc1
  INS-1E GSIS act: 19
  CFTR F508del cor: 4.0
  miR-122 sensor: ·
  Cneo AK release: 7
  PglD inh: 4
  C2C12 statin: 4
  FN deposition inh: -3
  PGC1a acetyl inh: 6

The results go on.
nr	Molecule	INS-1E GSIS act	CFTR F508del cor	miR-122 sensor	Cneo AK release
31	COc1cc(CNc2ncc(-c3ccc(Cl)cc3)n2C)cc(OC)c1OC	-12	0.1	-13	-2
32	CC12CC(NC(=O)N1c1cccc(C(=O)N3CCN(c4ccccc4)CC3)c1)c1ccccc1O2 (stereo not given)	·	·	-8	1
33	Cc1cccc(OCC(=O)N(Cc2ccccc2)c2c(N)n(Cc3ccccc3)c(=O)[nH]c2=O)c1	-13	1.6	21	-6
34	COc1cccc(/C=C/C(=O)NCc2ccc3c(c2)OCO3)c1	7	-4.0	·	-5
35	Cn1c(Cc2cccs2)n[nH]c1=S	20	·	-2	0
36	C/C(=N\NC(=O)NC1CCCCC1)c1ccc(OC(F)F)cc1OC(F)F	0	4.8	-2	4
37	CC1(C)C(=O)N(c2ccccc2)C(=O)c2ccccc21	-3	-2.1	·	·
38	CCOC(=O)C1=C(C)N(C2CCCCC2)C(=O)C1	·	·	3	0
39	COCCCn1c(C)nnc1SCC(=O)NCc1ccco1	·	·	1	0
40	NS(=O)(=O)c1cccc(NC(=S)NC(=O)c2cccc([N+](=O)[O-])c2)c1	12	0.9	-9	0

nr	PglD inh	C2C12 statin	FN deposition inh	PGC1a acetyl inh
31	13	-9	-2	·
32	2	·	-18	3
33	-1	0	-2	-1
34	5	-31	3	·
35	1	·	·	3
36	3	-3	-4	-5
37	·	·	-1	10
38	6	·	·	11
39	14	1	-6	21
40	·	9	·	7

Additional compounds:
nr	Molecule	INS-1E GSIS act	CFTR F508del cor	miR-122 sensor	Cneo AK release
41	CC[C@]12C(=O)N(C)C[C@H]([C@@H]3C(=O)N(C)C(=O)[C@@H]31)N2C(=O)c1ccc(F)cc1	6	-1.9	2	2
42	O=C(CSc1nnc(-c2ccccc2)o1)N1CCc2ccccc2C1	·	·	-5	-2
43	C(=NN1CCCCCC1)c1cccc2ccccc12	·	0.1	-8	9
44	O=C1CC2(CCCC2)Oc2ccccc21	-5	-1.3	-4	0
45	COc1cccc(OCc2cc(C(=O)N(Cc3nccn3C)C(C)C)no2)c1	67	-1.7	3	0
46	C[C@@H]1CCCCO[C@@H](CN(C)C(=O)Nc2cccc3ccccc23)[C@H](C)CN([C@@H](C)CO)C(=O)c2cc(NC(=O)Nc3ccc4c(c3)OCO4)ccc2O1	23	1.4	2[16.7 µM]	1
47	COC(=O)C1=CN(Cc2ccc(OC)cc2)C=C(C(=O)OC)C1c1ccsc1	-5	-0.4	·	·
48	O=C(C[C@H]1CC[C@@H](NC(=O)Nc2ccccc2)[C@H](CO)O1)NCc1cccc(F)c1	-2	2.2	·	0
49	COCC(=O)N1[C@@H]2CNc3ccccc3[C@@H]2[C@@H]1CO	13	-2.3	7[16.7 µM]	12
50	CNC(=O)C[C@H]1CC[C@H]2[C@@H](COC[C@@H](O)CN2C(=O)Nc2ccc(Cl)c(Cl)c2)O1	-20	-1.6	-2[16.7 µM]	0

nr	PglD inh	C2C12 statin	FN deposition inh	PGC1a acetyl inh
41	3	-7	3	11
42	3	16	0	6
43	0	-6	·	1
44	1	15	-4	·
45	1	-4	-2	2
46	-2	13	·	15
47	·	·	3	-8
48	-2	-3	·	-4
49	1	-16	-6	14
50	-3	-5	-3	0

Later entries
nr	Molecule	INS-1E GSIS act	CFTR F508del cor	miR-122 sensor	Cneo AK release
51	CN(C)CC(=O)Nc1ccc2c(c1)[C@H]1C[C@@H](CC(=O)NC3CCCCC3)O[C@@H](CO)[C@H]1O2	11	-0.8	2[16.7 µM]	3
52	CC(=O)OCCCN1C(=O)c2ccc(Br)cc2C1=O	8	·	2	-3
53	Cc1cc(C(=O)N2CCC2(C)C(=O)O)c(C)o1 (stereo not given)	1	-0.1	-3	4
54	CC(C)CC#Cc1cnc2c(c1)C(=O)N([C@H](C)CO)C[C@H](C)[C@@H](CN(C)C(=O)c1cccc(F)c1)O2	-15	-5.7	-14[16.7 µM]	·
55	C=C(C)COc1ccc(-c2[nH]ncc2-c2ccc(OC)c(OC)c2)c(O)c1	·	·	7	1
56	CC1CN(C(=O)CCC(=O)NCCCN2CCC(Cc3ccccc3)CC2)c2cc(Cl)ccc2O1 (stereo not given)	-16	-1.4	·	-1
57	COCC(=O)Nc1ccc(S(=O)(=O)Nc2cc(C)nc(C)n2)cc1	·	·	6	0
58	Cc1ccc(OCC(=O)Nc2ccc(CN3CCOCC3)cc2)cc1C	20	-3.5	0	0
59	Cc1ccc(-n2c(SCC(=O)NCc3ccco3)nc3c([nH]c4ccccc43)c2=O)cc1	-18	-0.9	-2	-1
60	CCCNC(=O)C[C@H]1CC[C@H]2[C@H](COc3ccc(NC(=O)c4ccccc4)cc3C(=O)N2C)O1	5	-0.4	11[16.7 µM]	-2
61	CCOC(=O)c1ccc(NC(=S)NCc2ccccc2)cc1	-12	1.8	35	10

nr	PglD inh	C2C12 statin	FN deposition inh	PGC1a acetyl inh
51	-1	6	·	1
52	1	-13	·	-7
53	-4	-12	·	16
54	·	1	-30	13
55	-4	-22	·	0
56	-4	-11	12	·
57	1	-9	·	2
58	-4	-2	7	-18
59	-2	-39	0	-7
60	-3	0	-2	2
61	-41	5	-1	-19

Assay outcomes deposited in PubChem by Broad Institute.

Compounds were not picked by outcome; about 2.1% have a hit in one of these screens.
